# STAT3 act = IL-6 driven STAT3 reporter potentiators, primary screen, U3A cells, luciferase, luminescence, MLSCN library; IL-6 STAT3-luciferase reporter; 100% = signal with IL-6 EC80 alone; activation (% of control), % at 5.6 µM; 190,000 compounds, 0.91% hits;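 active means activation above the screen-wide mean of compound activation plus 3 SD, cut at about 130% in these data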;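 further: 0% = background luminescence of wells with medium and substrate only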
#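 System – human U3A cells carrying STAT3-luciferase construct · Probe or stimulus – Interleukin-6, 33 ng/mL · Schedule – compound 1 h, then IL-6 6 h at 37 °C · Signal – luminescence from STAT3-driven luciferase reporter · Evaluation – percent of IL-6-only median luminescence · Benchmarks – IL-6-only high control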
# PPARg SRC-2 ag = agonists of PPARg-SRC-2 recruitment, primary screen, biochemical, HTS; Peroxisome proliferator-activated receptor gamma (Homo sapiens), P37231; AID 1032, 2008; PPARgamma LBD-SRC-2 recruitment; 200,000 compounds, 0.34% hits; activation, % at 8 µM; in the data active means activation above about 22%;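 further: 0% = vehicle and 100% = reference agonist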
# S1P3 antag = S1P3 receptor antagonists, primary screen, cell-based; Sphingosine 1-phosphate receptor 3 (Homo sapiens), Q99500; CHO S1P3 NFAT-BLA reporter, FRET fluorescence, antagonist mode; inhibition, % at 4.98 µM; 170,000 compounds, 0.27% hits; AID 485, 2006;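 active means inhibition above the plate cutoff, the mean inhibition of test wells on that plate plus 3 SD, cut at about 28% in these data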;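 further: cells challenged with S1P at its EC80 of 0.8 µM; blue over green emission ratio from cleaved BLA substrate after 4 h stimulation; 0% = S1P-stimulated wells and 100% = unstimulated DMSO-only wells; some compounds past the cut are filed as inactive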
# SRC2 TRFRET art = TR-FRET signal artefacts, primary screen, artefact control for PPARgamma SRC-2 agonist project, biochemical; 200,000 compounds, 0.4% hits; TR-FRET ratio at 8 µM; TR-FRET artefact counter-screen; hits give high values; in the data active means TR-FRET ratio above about 2000; further: inactives centre near 1500
# STAT1 blocker = STAT1 signaling inhibitors, primary screen, cell-based, HTS, luciferase reporter; NIH 3T3 STAT1-luciferase reporter, IFN-gamma, luminescence; AID 920, 2007; inhibition, % at 5.5 µM; 200,000 compounds, 0.35% hits;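 active means inhibition above a set limit, the mean inhibition across all tested compounds plus 3 SD, cut at about 34% in these data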;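 further: 0% = IFN-gamma with DMSO and 100% = IFN-gamma with 300 µM nifuroxazide; values of inactives mirror those of a sister screen read the other way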
# PPARg SRC3 recr = PPARgamma agonists recruiting SRC-3 coactivator, primary screen, biochemical | Peroxisome proliferator-activated receptor gamma (Homo sapiens), P37231 | biochemical PPARgamma/SRC-3 coactivator recruitment assay | activation, % at 8 µM | 200,000 compounds, 0.26% hits; in the data active means activation above about 23%;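 further: 0% = DMSO and 100% = reference agonist; some compounds past the cut are filed as inactive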
# STAT3 inh = IL-6 driven STAT3 reporter inhibitors, primary screen, U3A cells, luciferase, luminescence, MLSCN library | AID 862, 2007 | IL-6 STAT3-luciferase reporter; host cell line lacks STAT1 | inhibition, % at 5.5 µM | 190,000 compounds, 0.89% hits;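 active means inhibition above the mean inhibition across all screened compounds plus 3 SD, cut at about 44% in these data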;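 further: 0% = DMSO only wells and 100% = 100 µM nifuroxazide control wells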
# PPARg SRC-1 ag = PPARgamma agonists recruiting SRC-1 coactivator, primary screen, biochemical | Peroxisome proliferator-activated receptor gamma (Homo sapiens), P37231 | PPARgamma-SRC-1 coactivator recruitment biochemical assay | activation, % at 8 µM | 200,000 compounds, 0.41% hits; in the data active means activation above about 19%;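 further: 0% = DMSO and 100% = reference agonist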
# ROMK mod = ROMK potassium channel modulators, primary screen, cell-based, thallium flux, MLSMR library; ATP-sensitive inward rectifier potassium channel 1 (Homo sapiens), P48048; Tet-inducible ROMK, thallium flux fluorescence; actives lie on both sides; B-score at 10 µM; 130,000 compounds, 2% hits;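 active means signal ratio slope over the read window, or its plate-corrected B-score, at least 3 SD from the plate mean, either direction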;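 further: B-score of the F/F0 ratio slope over 7 to 12 s after thallium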
# RAM network inh = inhibitors of the yeast RAM network, primary screen, dse1pr::URA3 reporter, 5-FOA selection | S. cerevisiae dse1pr::URA3 reporter, 5-FOA growth OD615, 2 d; analog-sensitive cbk1-as2 kinase mutant strain | inhibition, % at 50 µM | 190,000 compounds, 1.8% hits;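 active means inhibition above a set limit, 3 SD over mean compound inhibition, cut at about 8.4% in these data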;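 further: 0% = DMSO-only wells with no growth and 100% = 10 µM 1-NA-PP1 full growth; inhibition rescues growth on 5-FOA so higher OD means more RAM inhibition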
# TLR4 MyD88 comp = inhibitors of TLR4-MyD88 association in cells, primary screen, cell-based, HeLa CL3-4, BLA complementation, FRET ratio; HeLa CL3-4 TLR4/MyD88 BLA complementation; inhibition, % at 8.4 µM; Toll-like receptor 4 (Homo sapiens) + Myeloid differentiation primary response protein …; 200,000 compounds, 0.18% hits; in the data active means inhibition above about 25%;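 further: 0% = vehicle and 100% = reference inhibitor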
# Target sequence (O00206 whole entry, looked up): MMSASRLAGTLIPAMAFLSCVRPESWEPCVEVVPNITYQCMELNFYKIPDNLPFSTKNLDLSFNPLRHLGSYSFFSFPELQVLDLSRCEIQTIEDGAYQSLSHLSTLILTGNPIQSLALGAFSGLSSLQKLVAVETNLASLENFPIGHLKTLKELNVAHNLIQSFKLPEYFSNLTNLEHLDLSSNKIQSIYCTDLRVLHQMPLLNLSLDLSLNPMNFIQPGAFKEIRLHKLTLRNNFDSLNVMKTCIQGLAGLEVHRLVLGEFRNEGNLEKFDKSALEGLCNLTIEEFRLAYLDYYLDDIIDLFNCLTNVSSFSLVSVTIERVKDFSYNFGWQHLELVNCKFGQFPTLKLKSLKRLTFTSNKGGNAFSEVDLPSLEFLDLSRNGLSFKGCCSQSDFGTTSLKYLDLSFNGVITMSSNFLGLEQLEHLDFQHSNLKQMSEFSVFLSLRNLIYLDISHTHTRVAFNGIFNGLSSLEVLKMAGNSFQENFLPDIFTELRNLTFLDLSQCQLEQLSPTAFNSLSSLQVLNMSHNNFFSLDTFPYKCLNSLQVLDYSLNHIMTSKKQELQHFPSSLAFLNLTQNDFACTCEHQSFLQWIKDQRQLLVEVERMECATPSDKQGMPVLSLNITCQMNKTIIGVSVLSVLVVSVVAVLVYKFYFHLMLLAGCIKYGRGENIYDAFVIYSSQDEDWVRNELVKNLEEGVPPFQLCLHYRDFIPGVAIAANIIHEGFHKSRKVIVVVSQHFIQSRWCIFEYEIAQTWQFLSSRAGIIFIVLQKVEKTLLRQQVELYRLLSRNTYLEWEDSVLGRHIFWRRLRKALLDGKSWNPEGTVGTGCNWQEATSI
# Target sequence (Q99836 whole entry, looked up): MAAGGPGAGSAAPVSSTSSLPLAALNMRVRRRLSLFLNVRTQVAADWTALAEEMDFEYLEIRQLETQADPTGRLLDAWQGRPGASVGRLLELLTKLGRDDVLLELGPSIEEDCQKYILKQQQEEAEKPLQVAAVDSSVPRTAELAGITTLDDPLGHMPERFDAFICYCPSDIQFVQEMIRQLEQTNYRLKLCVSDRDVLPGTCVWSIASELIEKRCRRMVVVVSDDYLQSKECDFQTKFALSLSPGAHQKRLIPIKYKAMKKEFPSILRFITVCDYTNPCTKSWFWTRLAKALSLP
# An asterisk follows results filed as active; / = not tested or not shown.
SMILES,STAT3 act,PPARg SRC-2 ag,S1P3 antag,SRC2 TRFRET art,STAT1 blocker,PPARg SRC3 recr,STAT3 inh,PPARg SRC-1 ag,ROMK mod,RAM network inh,TLR4 MyD88 comp
CCC(c1nnnn1CC1CCCO1)N(CCN1CCOCC1)Cc1cc2cc(C)ccc2[nH]c1=O (stereo not drawn),107,6,-23,1567,0,0,1,5,/,0.0,1
N#Cc1cc2c(nc1SCC(=O)NCc1ccc3c(c1)OCO3)CCCCC2,97,-5,4,1472,-3,-17,6,5,/,0.9,4
COC(=O)c1sccc1NC(=O)COc1ccc(Cl)cc1Cl,98,-6,1,1467,1,-2,2,-9,/,2.9,-3
O=C(Nc1cccc(O)c1)C(Cc1ccccc1)N1C(=O)c2cccc3cccc(c23)C1=O (stereo not drawn),128,7,-5,1515,3,2,-28,2,-0.098,2.5,-19
O=C(/C=C/c1cccc(Cl)c1)OCc1cn2cc(Cl)ccc2n1,95,4,-3,1542,-4,-1,11,8,-0.24,3.1,-3
CNS(=O)(=O)c1cnccc1N1CCN(c2cccc(Cl)c2)CC1,102,0,/,1326,-6,-7,-2,2,-0.68,1.5,-2
CCC(C)(C)NC(=O)/C=C/c1cccs1,105,2,-18,1471,-8,1,-10,-10,/,-0.2,-3
Cc1cccc(-n2c(-c3csc(C)c3)n[nH]c2=S)c1,101,5,/,1798,7,2,5,9,-0.39,0.5,-10
O=c1oc2ccccc2cc1-c1nc2c(s1)CCCC2,42,-6,/,1447,31,0,74*,-4,-0.81,2.2,-17
CCOc1ccc(C(=O)NCC(=O)OCC(=O)c2ccc3c(c2)-c2ccccc2C3)cc1,92,0,-20,1893,-2,-3,5,9,/,1.6,0
Cc1nnsc1Sc1ccccc1,108,6,-20,1597,-5,8,-1,8,-0.073,1.1,4
CC1CCc2cccc3c2N1c1cc(C#N)c(C#N)cc1O3 (stereo not drawn),86,-6,29,1523,-8,10,18,4,-3,2.3,9
Cc1[nH]c2ccc(S(N)(=O)=O)cc2c1C,77,4,-32,1458,0,7,33,4,/,3.0,18
Cc1ccc(NC(=O)Nc2nnc(CSCCOc3ccc(Cl)cc3)s2)cc1,96,-7,11,1368,1,-1,4,-3,/,3.1,3
Cc1ccc(-c2n[nH]c(=O)c3ccccc23)cc1S(=O)(=O)NCCO,98,6,/,1410,6,-3,2,-4,-0.074,0.7,5
O=C(Cc1cccs1)Nc1nnc(-c2ccncc2)s1,94,-4,28,1476,-5,1,11,0,0.78,1.8,4
Cc1nc2ccccc2cc1OCc1ccc(Cl)cc1,46,-8,/,1553,12,-2,71*,-6,/,4.8,13
O=C(Nc1ccc(NC(=O)c2cccs2)cc1)c1ccc(Br)o1,78,1,/,1608,-6,5,27,0,0.048,3.8,-5
O=C(ONC1=NCCCCC1)c1ccc(Cl)cc1,110,1,/,1539,-7,-2,-6,-2,0.46,-1.4,6
O=C(Nc1nc(-c2cccs2)cs1)c1cccc(S(=O)(=O)N2CCCCC2)c1,110,1,3,1863,-1,-1,-8,2,-0.59,3.7,-10

# By substructure, those above containing four or more nitrogen atoms
SMILES,STAT3 act,PPARg SRC-2 ag,S1P3 antag,SRC2 TRFRET art,STAT1 blocker,PPARg SRC3 recr,STAT3 inh,PPARg SRC-1 ag,ROMK mod,RAM network inh,TLR4 MyD88 comp
CCC(c1nnnn1CC1CCCO1)N(CCN1CCOCC1)Cc1cc2cc(C)ccc2[nH]c1=O (stereo not drawn),107,6,-23,1567,0,0,1,5,/,0.0,1
CNS(=O)(=O)c1cnccc1N1CCN(c2cccc(Cl)c2)CC1,102,0,/,1326,-6,-7,-2,2,-0.68,1.5,-2
Cc1ccc(NC(=O)Nc2nnc(CSCCOc3ccc(Cl)cc3)s2)cc1,96,-7,11,1368,1,-1,4,-3,/,3.1,3
O=C(Cc1cccs1)Nc1nnc(-c2ccncc2)s1,94,-4,28,1476,-5,1,11,0,0.78,1.8,4

# Later entries
SMILES,STAT3 act,PPARg SRC-2 ag,S1P3 antag,SRC2 TRFRET art,STAT1 blocker,PPARg SRC3 recr,STAT3 inh,PPARg SRC-1 ag,ROMK mod,RAM network inh,TLR4 MyD88 comp
COc1ccc(C(=O)NCCc2nnc3ccc(SCC(=O)Nc4cc(C)on4)nn23)cc1,108,-8,0,1578,2,3,3,-2,0.53,1.4,6
NNC(=O)c1ccc(CN2C(=O)c3cccc4cccc2c34)cc1,103,-3,-6,1457,4,-1,3,-10,0.27,1.5,-2
Cc1ccc2[nH]c3c(=O)n(CCc4cnc[nH]4)cnc3c2c1,109,1,/,1453,-19,-10,-6,-12,/,1.5,6
Cc1ccc(C)c(N2CCN(CCCNC(=O)Cn3cccc3C(=O)c3ccccc3)CC2)c1,100,6,7,1510,7,-7,11,0,-1,-0.7,1
OCCC#Cc1ccc(CN2CCN(Cc3ccccc3)C(CCO)C2)cc1 (stereo not drawn),107,-7,-3,1519,0,0,-5,-5,-1.4,1.0,-3
COc1cc(/C=C(/NC(=O)c2ccccc2)C(=O)N2CCN(C)CC2)c([N+](=O)[O-])cc1OC,99,10,-16,1815,0,6,2,0,1.3,1.0,5
CCN(CC)c1nc(N2CCOCC2)c(C#N)c2c1CN(C)CC2,97,14,/,1524,-4,8,4,5,/,1.0,-13
CN(CCC#N)C(=S)NC(=O)c1ccc(S(=O)(=O)N2CCOCC2)cc1,99,9,3,1641,9,1,10,6,-0.11,0.8,-15
COc1ccc2[nH]cc(S(=O)(=O)c3ccc(F)cc3)c(=O)c2c1,88,-1,/,1664,11,8,22,2,/,1.9,-5
O=C(CCC(=O)NC1CCN(Cc2ccccc2)CC1)NCc1ccco1,101,1,14,1489,1,-8,6,0,/,3.2,0
CCCSc1ccc(-c2nn(-c3ccccc3)cc2/C=C(/C#N)C(=O)NCCCOC)cc1,106,-4,-4,1400,-3,1,-10,1,0.63,16*,-3
CC(=O)c1cccc(S(=O)(=O)N2CCCC(c3nc(-c4ccc(C)o4)no3)C2)c1 (stereo not drawn),95,-1,14,1523,-1,-6,11,6,/,9.3*,7
Cc1cccc(NC(=O)CN2C(=O)S/C(=C\c3cccn3-c3cccc(C(=O)O)c3)C2=O)c1,102,-1,2,1584,6,3,3,9,0.34,3.6,-7
CSc1ccccc1C(=O)N1CCCCC1,103,7,-17,1531,2,1,6,0,0.23,1.6,-7
Cc1cccc2cc(C#N)c(N3CCN(C)CC3)nc12,85,-7,-9,1691,-1,6,21,6,-0.44,1.3,2
CCNc1ccc(C(=O)OCC(=O)NCc2ccc(C)cc2)cc1[N+](=O)[O-],108,0,-14,1433,-6,2,-3,-6,/,4.0,-3
Cn1c(SCC(=O)NC2CC2)nnc1C(F)(F)F,101,8,1,1547,-1,-2,5,2,/,0.0,0
CCN1CCN(CCCNC(=O)C2c3ccccc3C(=O)N(c3ccc(OC)cc3)C2c2ccc(OC)cc2)CC1 (stereo not drawn),93,-1,-8,1600,-5,-2,10,-9,-0.53,0.4,-6
Fc1ccc(/C=C2\CCCC3=C2Nc2ncnn2C3c2ccc(F)cc2)cc1 (stereo not drawn),63,4,/,1624,5,3,45*,7,/,1.9,-10
O=C(Nc1ccccc1F)C1(c2ccccc2)CC1(Cl)Cl (stereo not drawn),104,2,4,1525,1,2,0,6,-0.43,5.5,-6
Cc1nc2sccn2c1-c1nc(-c2cc3ccccc3o2)cs1,88,11,12,1560,-10,3,19,5,/,1.6,-2
CC(=O)N1CCN(C(=O)Nc2cccc(C(F)(F)F)c2)CC1,95,4,-12,1605,-2,2,12,0,/,0.0,-7
Cc1cccc(NC(=S)N2CCN(c3ccccc3)CC2)c1,91,-2,-4,1325,0,-1,12,-8,0.29,2.9,-4
C/C(=N\Nc1ccc(Cl)cc1)c1ccccn1,139*,10,/,1446,-21,9,-50,-2,-0.3,0.0,-17
Cn1c(N2CCN(c3ccccn3)CC2)nc2c1c(=O)n(Cc1ccc(Cl)cc1)c(=O)n2C,84,9,/,1662,10,4,25,6,-0.15,2.4,-3
CN(C)S(=O)(=O)c1cccc(NC(=O)c2ccc(Sc3nncn3C)c([N+](=O)[O-])c2)c1,101,20,-11,1624,-12,3,5,8,-1.1,2.5,-3
O=C(NNc1nc2c(F)cccc2s1)c1ccccc1,90,10,-21,1636,5,3,13,-3,0.036,3.6,1
COc1ccc(S(=O)(=O)Nc2ccc(F)cc2)cc1N(C)S(=O)(=O)c1ccc(Cl)cc1,105,-3,/,1602,12,-6,2,-5,-0.016,3.5,-10
Cc1cc(C)n(-c2nc(N(C)C)nc(N3CCOCC3)n2)n1,99,0,/,1634,-5,6,1,-4,-0.0032,3.6,-5
O=C(c1ccc(Br)o1)N(c1ccc(Br)cc1)C1C=CS(=O)(=O)C1 (stereo not drawn),96,5,-15,1591,-7,6,8,5,0.024,0.4,0
CCOc1ccc(-c2[nH]ncc2Oc2ccccc2OC)c(O)c1,107,-1,-28,1514,-4,-4,-3,5,0.97,1.2,7
CCOC(=O)C1C(C)=C(Nc2ccc(OC)cc2)C(=O)N1c1ccc(OC)cc1 (stereo not drawn),103,-4,10,1565,1,0,-1,4,/,4.0,0
CC(O)c1nc2ccccc2n1CC(=O)Nc1ccc(F)cc1Cl (stereo not drawn),109,0,-17,1646,2,2,-4,1,-1.5,2.3,17

# Laid out differently: results already given.
Structure	STAT3 act	PPARg SRC-2 ag	S1P3 antag	SRC2 TRFRET art	STAT1 blocker	PPARg SRC3 recr	STAT3 inh	PPARg SRC-1 ag	ROMK mod	RAM network inh	TLR4 MyD88 comp
CCOC(=O)C1C(C)=C(Nc2ccc(OC)cc2)C(=O)N1c1ccc(OC)cc1 (stereo not drawn)	103	-4	10	1565	1	0	-1	4	/	4.0	0
CC(O)c1nc2ccccc2n1CC(=O)Nc1ccc(F)cc1Cl (stereo not drawn)	109	0	-17	1646	2	2	-4	1	-1.5	2.3	17

# Screening results deposited in PubChem BioAssay by several laboratories.
